Screening results as filed in PubChem BioAssay.
PostGolgi ctrl = growth inhibition of yeast control strain, primary screen, counter-screen for post-Golgi transport modulator project; inhibition, % at 10 µM; efflux-deficient yeast background strain, growth absorbance A615, 16 h; 5% of 98,000 active
sEH act = soluble epoxide hydrolase activators, primary screen, biochemical, human sEH | Bifunctional epoxide hydrolase 2 (Homo sapiens), P34913 | purified human sEH enzymatic activity, activator screen | activation, % at 2 µM | 0.04% of 91,000 active; in the data active = activation above about 37%; note: values of inactives mirror those of a sister screen read the other way
CYP2C19 act = human CYP2C19 activators, primary screen, biochemical, luminescence. recombinant CYP2C19, luciferin-H EGE luminescence; stronger effect = higher value; 0 = fully inhibited enzyme, 1 = untreated enzyme. activation factor at 5 µM. 96,000 tested, under 10 active;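 active = activation factor of at least 2 at 5 µM in the primary screen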;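 note: 0 = wells with 2.5 mM tranylcypromine and 1 = vehicle-only wells; values of inactives mirror those of a sister screen read the other way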
Target sequence (P33261 whole entry, looked up): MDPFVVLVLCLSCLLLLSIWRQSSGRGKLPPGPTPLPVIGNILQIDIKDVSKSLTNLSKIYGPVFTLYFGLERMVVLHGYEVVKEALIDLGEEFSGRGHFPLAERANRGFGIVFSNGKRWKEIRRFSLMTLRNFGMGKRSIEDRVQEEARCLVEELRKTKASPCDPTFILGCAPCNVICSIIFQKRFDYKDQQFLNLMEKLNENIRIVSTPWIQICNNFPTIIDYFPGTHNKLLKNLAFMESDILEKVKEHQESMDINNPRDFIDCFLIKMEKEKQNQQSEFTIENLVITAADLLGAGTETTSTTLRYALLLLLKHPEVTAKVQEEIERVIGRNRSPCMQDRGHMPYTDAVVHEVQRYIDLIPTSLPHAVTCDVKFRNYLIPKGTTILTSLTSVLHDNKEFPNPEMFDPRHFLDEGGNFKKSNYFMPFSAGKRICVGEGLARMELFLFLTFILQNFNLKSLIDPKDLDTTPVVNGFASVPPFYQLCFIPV
sEH inhibitor = soluble epoxide hydrolase inhibitors, primary screen, biochemical, human sEH; AID 707, 2007; Bifunctional epoxide hydrolase 2 (Homo sapiens), P34913; 0.34% of 91,000 active; inhibition, % at 2 µM; recombinant human sEH enzymatic activity assay; in the data active = inhibition above about 80%; note: values of inactives mirror those of a sister screen read the other way; many of its hits are not listed in these tables
S1P2 antag = human S1P2 receptor antagonists, primary screen, cell-based; Sphingosine 1-phosphate receptor 2 (Homo sapiens), O95136; cell-based S1P2 antagonist assay, inhibition at 5 uM; inhibition, % at 5 µM; 0.21% of 97,000 active; AID 736, 2007; in the data active = inhibition above about 45%;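 note: CRE beta-lactamase reporter cells expressing human S1P2 stimulated with S1P; 0% = agonist at EC80 alone and 100% = agonist plus reference antagonist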
Target sequence (O95136 whole entry, looked up): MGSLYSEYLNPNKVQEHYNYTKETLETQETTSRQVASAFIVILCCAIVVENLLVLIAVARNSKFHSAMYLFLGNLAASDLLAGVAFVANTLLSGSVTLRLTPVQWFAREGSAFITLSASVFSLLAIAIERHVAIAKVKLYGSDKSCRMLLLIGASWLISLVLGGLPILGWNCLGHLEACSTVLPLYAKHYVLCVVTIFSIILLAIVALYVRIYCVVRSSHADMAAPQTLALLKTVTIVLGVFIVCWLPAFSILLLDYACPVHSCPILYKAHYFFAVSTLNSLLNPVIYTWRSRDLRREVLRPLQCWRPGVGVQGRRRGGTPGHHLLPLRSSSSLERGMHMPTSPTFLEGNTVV
DAT uptake mod = changed hDAT dopamine uptake under cocaine IC80, either direction, primary screen, cocaine antagonist project, cell-based, LLC-PK1 hDAT, [14C]-dopamine uptake, MLSMR | Sodium-dependent dopamine transporter (Homo sapiens), Q01959 | LLC-PK1 hDAT cells, [14C]-dopamine uptake with cocaine IC80; actives deviate in either direction | B-score at 10 µM | 1.3% of 110,000 active;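 active = Z score or B-score, a plate-position-corrected score, falls beyond the plate's 99.7% confidence bounds, in either direction; inactive = both scores lie inside the 99.7% bounds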;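 note: scored against the spread of the other compound wells on the same plate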
PostGolgi yeast = phenotypic screen on post-Golgi transport, primary screen | AID 739, 2007 | 0.9% of 98,000 active | post-Golgi transport phenotypic cell assay | inhibition, % at 10 µM;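 note: yeast cells grown in 1536-well plates; yeast grown about 18 h at 30C before absorbance read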
CYP2C19 inh = blockers of cytochrome P450 2C19 activity – biochemical, luminescence, ADME assay, primary screen | P33261 | CYP2C19 Supersomes, luciferin-H EGE luminescence, 30 min | inhibition, % at 5 µM | 21% of 96,000 active | AID 778, 2007;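 active = CYP2C19 inhibition above a set limit at 5 µM in the primary screen, cut at about 50% in these data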;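 note: plate controls were negative control wells for no effect and 2.5 mM tranylcypromine positive control for full effect; values of inactives mirror those of a sister screen read the other way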
S1P2 agonist = S1P2 receptor agonists, primary screen, cell-based | S1P2-expressing cell line, agonist reporter read-out | activation, % at 4.5 µM | 0.46% of 97,000 active | Sphingosine 1-phosphate receptor 2 (Homo sapiens), O95136; in the data active = activation above about 16%;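 note: 0% = vehicle low control and 100% = maximal reference agonist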
* marks the source's active call; other numbers are inactive results. Cut-off read from the data, not from the text of the source, unless noted: active = inhibition above about 30%; inactive = the rest. Outcome played no part in choosing rows (roughly 24% active in at least one column).

How did CCCCC(=O)Nc1cc(OCC)c(NC(=O)c2ccccc2[N+](=O)[O-])cc1OCC do in these assays?
PostGolgi ctrl: 8; sEH act: 2; CYP2C19 act: 1.1; sEH inhibitor: -1; S1P2 antag: 19; DAT uptake mod: -0.13; PostGolgi yeast: 22; CYP2C19 inh: -7; S1P2 agonist: -5

What do the screens show for `COc1ccc(C2=NOC(C(=O)NCCCN3CCOCC3)C2)cc1` (centres undefined)?
PostGolgi ctrl: -5; sEH act: -2; CYP2C19 act: 0.9; sEH inhibitor: 5; S1P2 antag: 21; DAT uptake mod: -0.62; PostGolgi yeast: -9; CYP2C19 inh: 6; S1P2 agonist: -7

How did O=C1C(C=NCCCN2CCOCC2)=C(O)c2ccccc21 do in these assays?
PostGolgi ctrl: 1; sEH act: -3; CYP2C19 act: 1; sEH inhibitor: 4; S1P2 antag: 13; DAT uptake mod: -1.2; PostGolgi yeast: -4; CYP2C19 inh: -1; S1P2 agonist: -10

What do the screens show for `CCOC(=O)C1=C(c2ccccc2)NC(SCC(=O)Nc2ccc(C)cc2)=C(C#N)C1c1ccco1` (centres undefined)?
PostGolgi ctrl: 26; sEH act: -10; CYP2C19 act: 1; sEH inhibitor: 15; S1P2 antag: 9; DAT uptake mod: 0.45; PostGolgi yeast: -24; CYP2C19 inh: 4; S1P2 agonist: -9

Results for O=C(C1CCCN(S(=O)(=O)c2cccs2)C1)N1CCN(C2CCCCC2)CC1 (centres undefined) ?
PostGolgi ctrl: -4; CYP2C19 act: 0.9; S1P2 antag: 12; DAT uptake mod: -0.15; PostGolgi yeast: 2; CYP2C19 inh: 14; S1P2 agonist: -3

How did CN(C)S(=O)(=O)c1cccc(C(=O)Nc2cc(Cl)ccc2O)c1 do in these assays?
PostGolgi ctrl: 0; sEH act: -2; CYP2C19 act: 0.5; sEH inhibitor: 2; S1P2 antag: -12; DAT uptake mod: 0.33; PostGolgi yeast: 2; CYP2C19 inh: 49; S1P2 agonist: -3

Results for CCCCOc1ccc(CNC(=O)NS(=O)(=O)c2ccc(OCC(C)C)cc2)cc1 ?
PostGolgi ctrl: 7; sEH act: -1; CYP2C19 act: 0.9; sEH inhibitor: -1; S1P2 antag: -6; DAT uptake mod: 0.18; PostGolgi yeast: -8; CYP2C19 inh: 14; S1P2 agonist: -3

Results for Cc1nn(C)cc1C(=O)NNC(=S)Nc1ccccc1 ?
PostGolgi ctrl: 0; sEH act: 19; CYP2C19 act: 1; sEH inhibitor: -19; S1P2 antag: -7; DAT uptake mod: -0.8; PostGolgi yeast: 2; CYP2C19 inh: 1; S1P2 agonist: -3

How did CCOC(=O)C1(S(=O)(=O)c2ccc(Cl)cc2)CCN(Cc2ccc(C)cc2)CC1 do in these assays?
PostGolgi ctrl: 14; sEH act: 11; CYP2C19 act: 0.1; sEH inhibitor: -5; S1P2 antag: 10; DAT uptake mod: 0.56; PostGolgi yeast: 0; CYP2C19 inh: 92*; S1P2 agonist: -5

What do the screens show for `N#C/C(=C(\O)c1ccco1)c1ccccn1`?
PostGolgi ctrl: 11; CYP2C19 act: 0.7; S1P2 antag: 6; DAT uptake mod: 0.049; PostGolgi yeast: -1; CYP2C19 inh: 28; S1P2 agonist: -5

Results for O=[N+]([O-])c1ccc(/C=N/Nc2nc(N3CCCCC3)nc(N3CCCCC3)n2)o1 ?
PostGolgi ctrl: 49*; sEH act: 9; CYP2C19 act: 0.9; sEH inhibitor: -12; S1P2 antag: -24; DAT uptake mod: -0.17; PostGolgi yeast: 12; CYP2C19 inh: 6; S1P2 agonist: -6

Results for Cc1ccc(NC(=O)CSc2nnc(-c3ccccc3C)o2)cc1C ?
PostGolgi ctrl: -1; sEH act: -16; CYP2C19 act: 1; sEH inhibitor: 13; S1P2 antag: 0; DAT uptake mod: -0.41; PostGolgi yeast: 2; CYP2C19 inh: -2; S1P2 agonist: -7

Results for CC(=O)c1cccc(NS(=O)(=O)N2CCCCC2)c1 ?
PostGolgi ctrl: 5; sEH act: 3; CYP2C19 act: 0.4; sEH inhibitor: 0; S1P2 antag: 0; DAT uptake mod: -0.64; PostGolgi yeast: -8; CYP2C19 inh: 60*; S1P2 agonist: -5

Results for CC1OC2C(OC1C)N(S(C)(=O)=O)CCN2S(C)(=O)=O (centres undefined) ?
PostGolgi ctrl: -6; sEH act: -2; CYP2C19 act: 1; sEH inhibitor: 4; S1P2 antag: 7; DAT uptake mod: -0.015; PostGolgi yeast: -7; CYP2C19 inh: -5; S1P2 agonist: -6

How did CC(C)CNC(=O)C1C2C=CC(C2)C1C(=O)O (centres undefined) do in these assays?
PostGolgi ctrl: -2; sEH act: -5; CYP2C19 act: 1; sEH inhibitor: 7; S1P2 antag: 7; DAT uptake mod: -0.68; PostGolgi yeast: -2; CYP2C19 inh: -4; S1P2 agonist: -12

Results for Cc1ccc(CNS(=O)(=O)c2ccc3oc(C(=O)O)c(C)c3c2)cc1 ?
PostGolgi ctrl: 9; sEH act: 0; CYP2C19 act: 1.1; sEH inhibitor: -2; S1P2 antag: 20; DAT uptake mod: 0.21; PostGolgi yeast: 1; CYP2C19 inh: -11; S1P2 agonist: -6

What do the screens show for `CCCSc1nnc2nc3c(nn12)c1ccccc1n3C`?
PostGolgi ctrl: 6; sEH act: -18; CYP2C19 act: 1; sEH inhibitor: 17; S1P2 antag: 2; DAT uptake mod: 1.9; PostGolgi yeast: -2; CYP2C19 inh: -3; S1P2 agonist: -5

How did O=C(O)c1ccc(S(=O)(=O)c2ccc3c(c2)C(=O)N(CC2CCCO2)C3=O)cc1 (centres undefined) do in these assays?
PostGolgi ctrl: 6; sEH act: 20; CYP2C19 act: 1.1; sEH inhibitor: -20; S1P2 antag: 11; DAT uptake mod: -0.92; PostGolgi yeast: -4; CYP2C19 inh: -6; S1P2 agonist: -7

Results for Cc1ccc(NC(=O)CN(C)S(=O)(=O)c2cccc3cccnc23)cc1 ?
PostGolgi ctrl: -1; sEH act: -2; CYP2C19 act: 0.6; sEH inhibitor: 2; S1P2 antag: 14; DAT uptake mod: 1.1; PostGolgi yeast: -9; CYP2C19 inh: 41; S1P2 agonist: -4

How did N#C/C(=C1\CCCN1)c1nc2ccccc2c(=O)[nH]1 do in these assays?
PostGolgi ctrl: 17; sEH act: -1; CYP2C19 act: 1; sEH inhibitor: 2; S1P2 antag: 5; DAT uptake mod: 0.075; PostGolgi yeast: 2; CYP2C19 inh: 0; S1P2 agonist: -4

How did COc1ccc(-c2c(C#N)c(SCC(=O)Nc3ccccc3)nc3c2CCCC3)cc1 do in these assays?
sEH act: 7; sEH inhibitor: -4; S1P2 antag: -11; DAT uptake mod: 0.25; S1P2 agonist: -3

What do the screens show for `O=C1C(c2ccnc3ccccc23)=C(O)c2ccccc21`?
sEH act: 9; sEH inhibitor: -6; S1P2 antag: -7; DAT uptake mod: -0.0095; S1P2 agonist: 1

How did O=C(/C=C/c1ccccc1)c1ccoc1 do in these assays?
PostGolgi ctrl: 18; sEH act: 3; CYP2C19 act: 0.7; sEH inhibitor: -1; S1P2 antag: 5; DAT uptake mod: -0.62; PostGolgi yeast: 8; CYP2C19 inh: 35; S1P2 agonist: -6

What do the screens show for `C=CCOC(=O)C1=C(C)NC(=O)NC1c1ccc(OC(=O)c2ccco2)c(OC)c1` (centres undefined)?
PostGolgi ctrl: 7; sEH act: 10; CYP2C19 act: 0.5; sEH inhibitor: -10; S1P2 antag: 23; DAT uptake mod: 1.3; PostGolgi yeast: -1; CYP2C19 inh: 49; S1P2 agonist: -6

Results for CCn1c2ccccc2c2cc(NC(=O)CSc3nnc(-c4ccc(OC)c(OC)c4)n3N)ccc21 ?
PostGolgi ctrl: 13; sEH act: -2; CYP2C19 act: 0.6; sEH inhibitor: 1; S1P2 antag: 8; DAT uptake mod: -0.058; PostGolgi yeast: -2; CYP2C19 inh: 40; S1P2 agonist: -8

How did COc1ccc(C(C(=O)NC2CCCCC2)N(C(=O)c2ccco2)c2ccc(-n3cnnn3)c(C)c2)cc1 (centres undefined) do in these assays?
sEH act: -12; sEH inhibitor: 12; S1P2 antag: -16; DAT uptake mod: 1.4; S1P2 agonist: -4

How did Cc1cccc(NS(=O)(=O)c2cccs2)c1 do in these assays?
PostGolgi ctrl: 16; sEH act: -3; CYP2C19 act: 0.1; sEH inhibitor: 1; S1P2 antag: 0; DAT uptake mod: -0.22; PostGolgi yeast: 15; CYP2C19 inh: 93*; S1P2 agonist: -3

Results for CCS(=O)(=O)c1ccc2oc(Nc3cc(C)cc(C)c3)nc2c1 ?
PostGolgi ctrl: 13; sEH act: 0; CYP2C19 act: 0.9; sEH inhibitor: 2; S1P2 antag: 2; DAT uptake mod: -0.81; PostGolgi yeast: 6; CYP2C19 inh: 12; S1P2 agonist: 1

How did CCOC(=O)COc1ccc(S(=O)(=O)Nc2ccc(C)cc2)cc1 do in these assays?
PostGolgi ctrl: 14; sEH act: 11; CYP2C19 act: 0.8; sEH inhibitor: -9; S1P2 antag: -21; DAT uptake mod: 0.073; PostGolgi yeast: 5; CYP2C19 inh: 20; S1P2 agonist: -2

What do the screens show for `CSc1nc2ccc3nc(NC(=O)c4ccc(Cl)s4)sc3c2s1`?
PostGolgi ctrl: 4; sEH act: 5; CYP2C19 act: 1.2; sEH inhibitor: -6; S1P2 antag: 1; DAT uptake mod: -0.42; PostGolgi yeast: -21; CYP2C19 inh: -18; S1P2 agonist: -3

How did N#C/C=C1/NC(=O)c2ccccc2S1 do in these assays?
PostGolgi ctrl: 0; CYP2C19 act: 0.9; DAT uptake mod: -0.95; PostGolgi yeast: -7; CYP2C19 inh: 9

How did CCN1CCCC1CNC1=NCCCCC1 (centres undefined) do in these assays?
PostGolgi ctrl: 5; sEH act: -6; CYP2C19 act: 1.2; sEH inhibitor: 6; S1P2 antag: 9; DAT uptake mod: -0.089; PostGolgi yeast: -9; CYP2C19 inh: -15; S1P2 agonist: -3

Results for CCCC(c1nnnn1CS(=O)(=O)c1ccc(C)cc1)N1CCN(c2ccc(F)cc2)CC1 (centres undefined) ?
PostGolgi ctrl: 30; sEH act: 13; CYP2C19 act: 1.1; sEH inhibitor: -13; S1P2 antag: -14; DAT uptake mod: -1; PostGolgi yeast: -13; CYP2C19 inh: -5; S1P2 agonist: -3

What do the screens show for `O=C(CC(c1ccccc1)c1cc(Cl)ccc1O)N1CCOCC1` (centres undefined)?
PostGolgi ctrl: -10; sEH act: -8; CYP2C19 act: 1.1; sEH inhibitor: 9; S1P2 antag: 15; DAT uptake mod: -0.33; PostGolgi yeast: -4; CYP2C19 inh: -14; S1P2 agonist: -4

What do the screens show for `CCCc1cc(=O)oc2c(CN3CCN(C)CC3)c(O)c(Cl)cc12`?
PostGolgi ctrl: 5; CYP2C19 act: 1; DAT uptake mod: -0.82; PostGolgi yeast: 4; CYP2C19 inh: -3

What do the screens show for `CC(C(=O)NC1CCCC1)N(Cc1ccco1)C(=O)c1snc(C(=O)NC2CCCC2)c1N` (centres undefined)?
PostGolgi ctrl: 7; sEH act: 9; CYP2C19 act: 0.8; sEH inhibitor: -8; S1P2 antag: 13; DAT uptake mod: 0.52; PostGolgi yeast: -3; CYP2C19 inh: 23; S1P2 agonist: -5
